Screening data deposited in PubChem BioAssay by Broad Institute.
PglD DTNB – blocks C. jejuni PglD acetyltransferase activity. purified PglD enzyme, DTNB colorimetric CoA detection. inhibition, % at 12.5 µM. hit rate 0.098% among 360,000. AID 602405; in the data active = inhibition above about 16%, passing the limit was not always enough; note: strong numbers were not always called active
Statin myotox sup – suppression of simvastatin myotoxicity; hit rate 0.78% among 330,000; rescue of ATP level, % at 7.49 µM; C2C12 myotubes + simvastatin, ATP luminescence, 48 h; scaled: DMSO 0, geranylgeraniol control 100;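 active = mean ATP rescue above about 67%, or every replicate alone reaching that limit, limit read from the data, passing the limit was not always enough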;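 note: myotubes were challenged with 10 µM simvastatin during compound exposure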
SIRT5 block – inhibitors of human sirtuin-5 desuccinylase. Q9NXA8. Purified SirT5, succinyl-peptide AMC, trypsin-coupled fluorescence. inhibition, % at 15 µM. hit rate 1.1% among 330,000; in the data active = inhibition above about 15%
Target sequence (Q9NXA8 whole entry, looked up): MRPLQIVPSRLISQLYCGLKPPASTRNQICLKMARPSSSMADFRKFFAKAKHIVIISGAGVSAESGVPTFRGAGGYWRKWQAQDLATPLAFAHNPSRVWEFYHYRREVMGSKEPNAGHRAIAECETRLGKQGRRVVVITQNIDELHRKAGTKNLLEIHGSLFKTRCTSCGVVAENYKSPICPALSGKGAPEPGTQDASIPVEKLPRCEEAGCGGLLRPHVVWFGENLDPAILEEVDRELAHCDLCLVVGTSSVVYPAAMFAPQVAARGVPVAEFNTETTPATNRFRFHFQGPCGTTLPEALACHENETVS
E-sel inducer – induces E-selectin expression in human endothelial cells; P16581; HUVEC E-selectin immunofluorescence imaging; normalized: neutral wells 0, TNF-alpha wells 100; activation, % at 7.58 µM; hit rate 0.37% among 260,000; AID 686992;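 active = mean E-selectin-positive cell signal at least 10% of the positive control, reached in at least 60% of replicates, without over 20% cell loss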;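 note: in these data hits start at about 27%; measured in HUVEC primary endothelial cells; signal is the percent of cells scored E-selectin positive by PE staining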
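Test system – human umbilical vein endothelial cells (HUVEC), E-selectin induction · Input – 3,000 HUVEC seeded per well · Buffer or medium – EGM-2, gelatin · Compound dosing – single-point compound dose · Detection – immunofluorescence imaging · Measure – percent E-selectin-positive cells · Controls – TNF-alpha high, DMSO low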
S100A4 inh HTS – inhibitors of human S100A4 binding to myosin IIA peptide. P26447. S100A4/TAMRA-MyoIIA peptide fluorescence polarization. inhibition, % at 10.7 µM. hit rate 0.14% among 360,000. AID 652163;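 active = mean inhibition of at least 70% across replicates, with every replicate also reaching that level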
Target sequence (P26447 whole entry, looked up): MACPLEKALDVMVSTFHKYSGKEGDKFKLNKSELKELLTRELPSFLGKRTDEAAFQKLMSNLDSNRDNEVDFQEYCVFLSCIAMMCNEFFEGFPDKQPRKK
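Assay system: human S100A4 monomer with TAMRA-labelled myosin IIA peptide / Buffer or medium: Calcium-containing HEPES buffer, pH 7.2 / Reagent: TAMRA-labelled myosin IIA heavy-chain peptide probe, 5 nM / Compound: one dose per compound / Timing: polarization read 5 min after assay mix addition, stable 5–60 min / Benchmarks: neutral control DMSO, positive control TFP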
ERp5 block – ERp5 (human) disulfide isomerase inhibition. hit rate 0.05% among 350,000. AID 651711. Q15084. inhibition, % at 9.99 µM. ERp5 insulin aggregation, absorbance 650 nm, 90 min;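 active = mean replicate inhibition above about 25%, with every replicate also reaching it, limit read from the data, passing the limit was not always enough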
Target sequence (Q15084 whole entry, looked up): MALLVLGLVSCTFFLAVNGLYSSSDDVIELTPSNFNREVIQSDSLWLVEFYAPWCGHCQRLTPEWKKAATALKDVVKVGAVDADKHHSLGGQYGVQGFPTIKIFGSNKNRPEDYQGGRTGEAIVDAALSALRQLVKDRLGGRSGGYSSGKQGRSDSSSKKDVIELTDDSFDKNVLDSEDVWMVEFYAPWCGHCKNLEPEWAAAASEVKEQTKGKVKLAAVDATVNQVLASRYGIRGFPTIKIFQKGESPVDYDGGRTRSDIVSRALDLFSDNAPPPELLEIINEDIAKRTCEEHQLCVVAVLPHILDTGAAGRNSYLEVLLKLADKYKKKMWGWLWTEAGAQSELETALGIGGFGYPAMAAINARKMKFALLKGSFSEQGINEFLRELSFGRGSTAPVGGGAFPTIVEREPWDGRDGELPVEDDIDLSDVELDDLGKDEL
DENV2 CPE – protects cells from dengue virus 2 cytopathic effect; DENV2-infected cells, cytopathic effect rescue, plate reader; CPE inhibition, % at 9.99 µM; hit rate 1.7% among 350,000; AID 651640; in the data active = CPE inhibition above about 20%, passing the limit was not always enough; tested in BHK-21 cells;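 note: 0% = median of neutral control wells and 100% = median of positive control wells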
Active calls of the source: *; x = no result given; & = joins results of further samples. Not all compounds are listed; rates above refer to the full screens.

SMILES | PglD DTNB | Statin myotox sup | SIRT5 block | E-sel inducer | S100A4 inh HTS | ERp5 block | DENV2 CPE
CO[C@H](C(=O)N(C)C[C@H]1OCc2ccccc2-c2ccccc2C(=O)N([C@H](C)CO)C[C@H]1C)c1ccccc1 | -32 | -10 | -6 | -0.1 | 8 | -6 | 3
CN1C[C@H]2CON(C)[C@H]2C[C@H]1c1cccc(-c2ccccc2)c1 | 1 | 5 | -9 | -0.9 | -5 | -2 | 17
Cc1ccc(S(=O)(=O)N[C@@H]2CC[C@@H](CC(=O)NCc3ccncn3)O[C@H]2CO)cc1 | -1 | -2 | 0 | -0.3 | -2 | -1 | -7
COc1cc(C2c3[nH]c4ccccc4c3CCN2Cc2cn(C)nc2C)ccc1F (centres undefined) | x | x | -2 | x | 0 | -2 | -4
O=C(C[C@H]1CC[C@@H](NC(=O)C2CCOCC2)[C@H](CO)O1)NCC1CCCCC1 | -1 | 3 | 4 | -0.3 | -5 | 0 | 5
CCOC(=O)CCCCCC(=O)Nc1ccc2c(c1)C(=O)N([C@@H](C)CO)C[C@H](C)[C@H](CN(C)C(=O)Nc1ccc(C(F)(F)F)cc1)OCCCC[C@H](C)O2 | 3 | -5 | -6&0 | -0.8&0.7 | -8&-7 | 6&-6 | 6&-9
CCN1C(=NCCN2CCOCC2)N[C@@H](c2ccccc2)C(C(=O)OC)=C1C | 1 | -3 | x | 0.0 | -1 | -9 | -4
Cc1cc(O)c2c(c1)C(O)(C1OC(CO)C(O)C(O)C1O)c1cccc(O)c1C2=O (centres undefined) | 1 | 4 | x | 0.0 | x | x | x
N#Cc1ccccc1OCCCN1CCC(Cc2ccccc2)CC1 | 3 | -27 | 2 | x | 5 | 1 | 14
CCNC(=O)Nc1ccc2c(c1)C(=O)N(C)[C@H]1CC[C@@H](CC(=O)NCc3ccc(F)cc3)O[C@@H]1CO2 | 8 | -4 | -6 | -0.1 | -22 | 2 | -3
COc1ccc(C(C)(NC(C)=O)c2nc(/C=C/c3ccccc3)cs2)cc1 (centres undefined) | -12 | 3 | 1 | 0.2 | -3 | 9 | 5
O=C(Cn1c(C(F)(F)F)nc2ccccc21)N=Nc1c(O)[nH]c2ccc(Br)cc12 | -11 | -9 | 1 | 0.2 | 4 | 2 | -3

The last six records of the part above are carried over, then new ones follow.
SMILES | PglD DTNB | Statin myotox sup | SIRT5 block | E-sel inducer | S100A4 inh HTS | ERp5 block | DENV2 CPE
CCN1C(=NCCN2CCOCC2)N[C@@H](c2ccccc2)C(C(=O)OC)=C1C | 1 | -3 | x | 0.0 | -1 | -9 | -4
Cc1cc(O)c2c(c1)C(O)(C1OC(CO)C(O)C(O)C1O)c1cccc(O)c1C2=O (centres undefined) | 1 | 4 | x | 0.0 | x | x | x
N#Cc1ccccc1OCCCN1CCC(Cc2ccccc2)CC1 | 3 | -27 | 2 | x | 5 | 1 | 14
CCNC(=O)Nc1ccc2c(c1)C(=O)N(C)[C@H]1CC[C@@H](CC(=O)NCc3ccc(F)cc3)O[C@@H]1CO2 | 8 | -4 | -6 | -0.1 | -22 | 2 | -3
COc1ccc(C(C)(NC(C)=O)c2nc(/C=C/c3ccccc3)cs2)cc1 (centres undefined) | -12 | 3 | 1 | 0.2 | -3 | 9 | 5
O=C(Cn1c(C(F)(F)F)nc2ccccc21)N=Nc1c(O)[nH]c2ccc(Br)cc12 | -11 | -9 | 1 | 0.2 | 4 | 2 | -3
O=C(NCCOc1ccccc1)C1CCC(=O)N(C2CCCCCC2)C1 (centres undefined) | -1 | 3 | 0 | 0.0 | 0 | -2 | 4
CCCn1nc2cc(C(=O)NCc3ccccc3)ccc2c1OCC | -2 | 4 | -18 | -0.1 | 3 | -7 | -7
O=C1c2ccccc2/C(=C\c2ccc(O[C@@H]3CCCCO3)cc2)N1c1ccccc1 | x | x | x | -0.4 | -5 | -9 | 7
O=C(CSCc1c(F)cccc1Cl)NCc1ccncc1 | 2 | -5 | 14 | 1.9 | -6 | 0 | 0
COc1ccc(NC(=O)N(C)C[C@H]2OCCCC[C@H](C)Oc3ccc(N(C)C)cc3C(=O)N([C@@H](C)CO)C[C@@H]2C)cc1 | 1 | 4 | 0 | -0.2 | -24 | -1 | 10
Cc1ccc(C)c(NCc2n[nH]c(=S)n2-c2ccccc2)c1 | x | x | 0 | -0.7 | 3 | -11 | -1
O=C1NC2(CCCCC2)C(=O)N1Cc1ccc([N+](=O)[O-])cc1 | x | -7 | -3 | -0.1 | 0 | 4 | -3
O=C(COC(=O)/C=C/c1cn(-c2ccccc2)nc1-c1cccnc1)Nc1ccc(Cl)cc1Cl | -4 | x | x | 0.1 | -4 | 2 | 4
CCC(=O)N1C[C@H](C)[C@@H](OC)CN(C)C(=O)c2cc(NC(=O)C3CC3)ccc2OC[C@@H]1C | -3 | -13 | -2 | -0.1 | -23 | -2 | -18
CN(C)CCCN(C(=O)c1ccc2c(c1)OCCO2)c1nc2ccc(Cl)cc2s1 | 7 | 3 | 0 | -3.0 | 0 | 5 | -6
C=CCn1c(SCC(=O)NC2CCCCC2)nnc1-c1ccccn1 | 4 | 0 | -2 | 0.4 | -1 | 4 | -4
CCCCn1c(N)c(N(CC(C)C)C(=O)c2ccc(F)c(S(=O)(=O)N3CCOCC3)c2)c(=O)[nH]c1=O | -4 | 6 | -1 | -0.4 | 11 | 3 | -7
OCCNc1nc(Nc2ccccc2O)nc(N2CCCC2)n1 | 2 | 18 | x | 0.4 | 4 | 3 | -4
Cn1cnnc1SCc1ccccc1[N+](=O)[O-] | 1 | x | -4 | x | -1 | 3 | 2
COc1ccccc1-c1ccc2c(c1)O[C@@H](CN(C)C(C)=O)[C@@H](C)CN([C@H](C)CO)S2(=O)=O | -3 | 3 | -13 | -0.8 | 10 | 3 | -2
CO[C@@H]1CN(C)C(=O)c2cc(NC(=O)c3nc4ccccc4s3)ccc2OC[C@@H](C)N(Cc2cccnc2)C[C@H]1C | 0 | -18 | x | 0.1 | -2 | -4 | 0
COc1ccc(S(=O)(=O)Nc2ccc3c(c2)C(=O)N([C@H](C)CO)C[C@@H](C)[C@@H](CN(C)S(=O)(=O)c2ccc(Cl)cc2)OCCCC[C@H](C)O3)cc1 | 2 | x | 0 | 0.2 | -7 | 3 | -11
C/C=C/c1ccc(C2[C@H]3CNC[C@@H]2N3C(=O)Nc2ccc3c(c2)OCO3)cc1 (some centres undefined) | x | x | 2 | 0.3&0.1 | 17 | -1 | 5&9
C[C@H](CO)N1C[C@H](C)[C@@H](CN(C)S(=O)(=O)c2cccc(F)c2)Oc2ncc(C#CC3CCCC3)cc2C1=O | 3 | 49 | -8 | 0.1 | -3 | 1 | -4
Cc1nn(Cc2c(Cl)cccc2Cl)c(C)c1NC(=O)Cn1nc([N+](=O)[O-])c(Cl)c1C | x | x | -2 | 0.1 | -1 | 0 | -4
COc1ccc(NS(=O)(=O)c2cccc(C(=O)N/N=C/c3ccc4c(c3)OCCO4)c2)cc1 | x | x | -2 | x | -1 | 0 | -5
COc1ccc(CCNC(=O)CN2C(=O)c3cccc4cccc(c34)C2=O)cc1OC | x | x | -1 | x | 4 | 3 | 3
C/C(=C\c1ccccc1)C(=O)NCCCn1ccnc1 | x | -2 | -3 | 0.7 | -4 | 4 | 1
C/C=C/c1ccc2c(c1)O[C@@H](CN(C)C(=O)Nc1cc(F)ccc1F)[C@@H](C)CN([C@@H](C)CO)S2(=O)=O | 2 | 43 | 3 | 0.0 | 5 | 0 | 3

Single records, as listed above. Order of screens: PglD DTNB | Statin myotox sup | SIRT5 block | E-sel inducer | S100A4 inh HTS | ERp5 block | DENV2 CPE
COc1ccc(CCNC(=O)CN2C(=O)c3cccc4cccc(c34)C2=O)cc1OC reads x | x | -1 | x | 4 | 3 | 3
CO[C@@H]1CN(C)C(=O)c2cc(NC(=O)c3nc4ccccc4s3)ccc2OC[C@@H](C)N(Cc2cccnc2)C[C@H]1C reads 0 | -18 | x | 0.1 | -2 | -4 | 0

Further records follow:
SMILES | PglD DTNB | Statin myotox sup | SIRT5 block | E-sel inducer | S100A4 inh HTS | ERp5 block | DENV2 CPE
COc1ccccc1CNC(=O)Cn1cnnn1 | -2 | -2 | -1 | -0.1 | -2 | 2 | -3
O=C(Nc1nccs1)C1CCCN1S(=O)(=O)c1cccc2cccnc12 (centres undefined) | -3 | 11 | x | x | 2 | 2 | 4
COc1ccccc1/C=N/NC(=O)c1cccc(NC(=O)c2ccccc2Cl)c1 | x | x | 4 | x | 8 | 1 | -5
O=C(Nc1ccccc1)Nc1nnc(-c2ccccc2)s1 | -6 | -5 | -1 | -0.2 | 0 | -5 | 6
COc1ccc(N(C(=O)Cc2cccs2)C(C(=O)NC2CCCC2)c2ccncc2)cc1OC (centres undefined) | -2 | 1 | 0 | x | -1 | 3 | 2
O=c1cc(-c2ccccc2)nc2c(-c3ccccc3)c(C(F)(F)F)[nH]n12 | -2 | x | -15 | x | 5 | 3 | -1
N#Cc1ccccc1COC(=O)c1ccc2c(c1)OCCO2 | -1 | 2 | 1 | -0.2 | -1 | 1 | -5
Cc1cccc(NC(=O)c2ccc([N+](=O)[O-])o2)c1 | -1 | 52 | -4 | -0.3 | -17 | 0 | 0
Cc1noc(C)c1NC(=O)N(C)C[C@@H]1Oc2c(NS(=O)(=O)c3ccccc3)cccc2C(=O)N([C@@H](C)CO)C[C@@H]1C | 2 | 0 | 4 | 0.0 | 2 | -8 | 125*
COC(=O)C1SCC2C(=O)N(Cc3ccc(F)cc3)CC(=O)N21 (centres undefined) | 26* | x | -1 | x | 1 | 1 | x
O=S(=O)(c1cccc(F)c1)N1CC[C@@H]2[C@@H](CO)Nc3ccc(C#Cc4ccccc4F)cc3[C@@H]21 | -2 | -14 | x | -0.2 | -19 | 0 | 2
O=C(c1ccc(N2C(=O)c3ccccc3C2=O)cc1)N1CCCCC1 | -1 | -4 | -6 | x | -4 | 0 | -7

3 compounds from above, ordered by heavy-atom count, highest first.
SMILES | PglD DTNB | Statin myotox sup | SIRT5 block | E-sel inducer | S100A4 inh HTS | ERp5 block | DENV2 CPE
COc1ccc(N(C(=O)Cc2cccs2)C(C(=O)NC2CCCC2)c2ccncc2)cc1OC (centres undefined) | -2 | 1 | 0 | x | -1 | 3 | 2
O=c1cc(-c2ccccc2)nc2c(-c3ccccc3)c(C(F)(F)F)[nH]n12 | -2 | x | -15 | x | 5 | 3 | -1
O=C(Nc1ccccc1)Nc1nnc(-c2ccccc2)s1 | -6 | -5 | -1 | -0.2 | 0 | -5 | 6

The listing continues.
SMILES | PglD DTNB | Statin myotox sup | SIRT5 block | E-sel inducer | S100A4 inh HTS | ERp5 block | DENV2 CPE
COP(=O)(OC)c1nc(-c2ccc([N+](=O)[O-])cc2)oc1N1CCCCC1 | -2 | 21 | 2 | x | -11 | 1 | 4
COc1ccccc1-c1ccc(C2[C@H]3CNC[C@@H]2N3C(=O)Nc2ccccc2F)cc1 (some centres undefined) | x | x | 0 | 1.0 | 3 | -1 | -4
CCCc1cc(=O)[nH]c(SCC(=O)NCCN2C(=O)CSC2=O)n1 | 0 | 1 | 0 | x | 1 | 4 | 2
C[C@H]1CN([C@@H](C)CO)C(=O)c2cc(NC(=O)Nc3cccc4ccccc34)ccc2O[C@H]1CN(C)C(=O)Nc1ccccc1 | 0 | 10 | 3 | 0.2 | 11 | -3 | -6
O=C1C2CCc3ccccc3C2N1c1ccccc1 (centres undefined) | 2 | 4 | x | 0.0 | x | x | x
CCOC(=O)CNc1ncc(C(F)(F)F)cc1Cl | x | -21 | -4 | x | -3 | -22 | -2
COc1ccc2[nH]c(C(=O)O)c(CCNC(=O)/C=C/c3ccc(O)c(OC)c3)c2c1 | 1 | 1 | 2 | 0.0 | 3 | 2 | 2
CC(C)(C)OC(=O)C[C@H]1C/C=C\C[C@H](CC(=O)N(CCO)Cc2ccccc2)C(=O)NC[C@H](c2ccccc2)OC1=O | -4 | -5 | -3 | 0.1 | -3 | -3 | -3
CC(C)[C@H](NS(=O)(=O)c1ccccc1)C(=O)Nc1ccccc1N1CCOCC1 | 2 | 18 | 3 | x | -3 | 3 | 6
CCNC(=O)C1CCCN(C(=O)C(c2ccccc2)c2ccccc2)CC1 (centres undefined) | -2 | 10 | -2 | -0.2 | 1 | -5 | 12
